Neddylation inh: cullin neddylation inhibition; 0.58% of 360,000 active; calls only at 25 µM; P61081+Q13564; TR-FRET cullin neddylation, biochemical; in the data active = inhibition above about 36%
SKN-1 inh: C. elegans SKN-1 inhibition; C. elegans VP596 Pgst-4::GFP/RFP ratio, acrylamide-induced, 24 h; inhibition, % at 21.8 µM; 0.49% of 360,000 active;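 active = interference check ratio from 0.5 to 1.5 plus GFP to RFP signal ratio inhibition reaching or exceeding a fixed threshold, cut at about 30% in these data, passing the limit was not always enough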; note: some compounds called inactive have numbers as strong as hits
CendR NRP1 mod: NRP-1/CendR interaction modulation | O14786 | inhibition, % at 25 µM | 0.85% of 360,000 active | FAM-RPARPAR peptide binding to NRP-1, fluorescence polarization;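 active = inhibition or corrected inhibition above about 18%, plus a signal ratio from 0.5 to 1.5, limit read from the data, passing the limit was not always enough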; note: strong numbers were not always called active
MLLE-PAM2 inh: inhibitors of microRNA-mediated deadenylation, human PABP1 MLLE binding. P11940. GST-MLLE / FITC-PAM2 fluorescence polarization. inhibition, % at 20 µM. 0.36% of 360,000 active; in the data active = inhibition above about 35%, passing the limit was not always enough;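 note: plate controls were DMSO wells with GST-MLLE for no effect and wells lacking GST-MLLE protein for full effect; some results filed as inactive read as strong as hits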
MT1-MMP act inh: inhibitors of human MT1-MMP activation; AID 651647; 0.061% of 360,000 active; HT1080 RFP-PRO-GFP cells, GFP/RFP ratio fluorescence, overnight; percent of plate control window, DMSO zero; GFP/RFP ratio change, % at 20 µM;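 active = GFP/RFP ratio change of at least 30% with cell ATP level not reduced by more than half and red fluorescence within 50% of control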; note: strong numbers were not always called active
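Assay system: HT1080 RFP-PRO-GFP cells. Benchmarks: DMSO vehicle wells and RFP-L50D-GFP reporter cell wells. Times: overnight cell settling, then overnight compound exposure, 37 °C, 5% CO2. Compound: 20 µM single dose, 1% DMSO. Read-out basis: GFP/RFP fluorescence ratio.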
bovine MsrA act: activators of bovine methionine sulfoxide reductase A; 0.3% of 360,000 active; activation, % at 10.6 µM; AID 602163; purified bovine MsrA, absorbance read-out; in the data active = activation above about 7.5%;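 note: 0% = vehicle and 100% = reference activator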
Rin1-Abl PPI inh: blocks binding of human Rin1 to Abl; P00519+Q13671; TR-FRET Rin1/Abl binding, biochemical; inhibition, % at 7.35 µM; 0.4% of 360,000 active; in the data active = inhibition above about 5%, passing the limit was not always enough
eLon inh: E. coli protease La inhibition | 0.42% of 360,000 active | AID 602123 | purified E. coli Lon protease, fluorescence polarization | P0A9M0 | inhibition, % at 7.94 µM; in the data active = inhibition above about 13%, passing the limit was not always enough;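 note: 0% = enzyme with probe and DMSO and 100% = no enzyme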
FAS TE block: blocks the thioesterase domain of human fatty acid synthase | inhibition, % at 15 µM | recombinant FAS-TE, OMFH fluorogenic substrate, fluorescence endpoint | P49327 | AID 602261 | 0.67% of 360,000 active;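 active = compounds whose normalised, plate-corrected inhibition of enzyme fluorescence in the single-dose primary screen is 50% or more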;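 note: 0% = DMSO with enzyme and 100% = substrate without enzyme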
An asterisk follows results filed as active; i = inactive; nt = no result given.

item	canonical_smiles	Neddylation inh	SKN-1 inh	CendR NRP1 mod	MLLE-PAM2 inh	MT1-MMP act inh
1	O=C(NC1(C(F)(F)F)OCCO1)c1ccc(F)cc1	i	6	1	5	-4
2	O=C(O)c1cc([N+](=O)[O-])ccc1NCCc1ccccc1	i	9	-17	25	-1
3	CN1C(=O)S/C(=C\c2ccc(-n3cncn3)cc2)C1=O	i	-4	3	-49	-2
4	COc1ccc(-c2cc(C(=O)NCCCn3ccnc3)c3ccccc3n2)c(OC)c1	i	2	1	-30	-2
5	Cc1nn(CCC#N)c(C)c1Oc1ccccc1O	i	-13	3	-9	4
6	CC(C)CN1C(=O)c2ccc(C(=O)NCc3ccccn3)cc2C1=O	i	-3	-4	-6	3
7	CC(C)C(=O)NC(CC(=O)O)c1ccccc1 (centres undefined)	i	5	-13	-10	-1
8	N#Cc1c(SCC(=O)OCc2ccccc2)nsc1SCC(=O)OCc1ccccc1	i	-8	2	-10	-2
9	COc1ccc(N(C)S(=O)(=O)c2cccc(C(=O)Nc3ccc(N4CCOCC4)cc3)c2)cc1	i	8	6	-3	1
10	CNc1ncnc2c1ncn2[C@H]1CN(CCOC)C[C@@H](CO)O1	i	12	8	7	2

item	bovine MsrA act	Rin1-Abl PPI inh	eLon inh	FAS TE block
1	-2	2	-4	2
2	-5	-3	-4	4
3	-14	-3	-5	-7
4	-2	-4	-1	-11
5	-3	0	-18	-10
6	-10	-2	-4	0
7	-4	-3	-5	-5
8	-3	-4	-1	20
9	-1	3	3	18
10	-2	-7	0	-6

Continuation.
item	canonical_smiles	Neddylation inh	SKN-1 inh	CendR NRP1 mod	MLLE-PAM2 inh	MT1-MMP act inh
11	CN(C)CCSc1nnc2sc3ccccc3n12	i	-18	1	-59	7
12	COc1ccc(N2CCN(CCNC(=O)Nc3ccc(Cl)cc3)CC2)cc1	i	-5	-8	6	4
13	O=C(c1ccco1)N1CCN(S(=O)(=O)c2ccc(Br)cc2)CC1	i	-1	-10	-2	0
14	CS(=O)(=O)Nc1ccccc1C(=O)NCc1ccccc1Cl	i	8	-4	1	7
15	CCOC(=O)Cc1csc(NC(=S)NC(=O)c2cc(OC)c(OC)c(OC)c2)n1	i	-2	-6	38	14
16	Cn1c(CNC(=O)c2ccco2)nnc1SCC(=O)Nc1ccccc1Cl	i	1	1	-6	-1
17	Brc1ccc(Cn2c(-c3ccc(Br)o3)nc3ccccc32)o1	i	11	0	-2	-4
18	CC1Cc2ccccc2N1c1nc(C2CC2)nc2c1nnn2Cc1ccccc1 (centres undefined)	i	-13	-20	6	4
19	CCCCNC(=O)C(NS(=O)(=O)c1cccc2nsnc12)c1ccccc1 (centres undefined)	i	11	-5	-1	-2
20	CCCCc1ncc(CN2CCC(n3nccc3NC(=O)c3ccccc3Cl)CC2)[nH]1	i	-24	-5	4	-2

item	bovine MsrA act	Rin1-Abl PPI inh	eLon inh	FAS TE block
11	1	2	-13	-8
12	-6	2	3	-3
13	-2	-1	4	4
14	-2	4	-9	-5
15	-2	1	6	7
16	-7	3	7	-7
17	-2	-1	5	41
18	-9	-2	-6	16
19	-3	0	-9	-7
20	-8	3	19*	-4

Remaining list, next part.
item	canonical_smiles	Neddylation inh	SKN-1 inh	CendR NRP1 mod	MLLE-PAM2 inh	MT1-MMP act inh
21	COc1ccccc1N(C)S(=O)(=O)c1ccc(C(=O)OCC(=O)N2CCCCCC2)cc1	i	5	10	4	1
22	O=C(COc1ccccc1)Nc1ccc(F)cc1	i	-12	-3	11	2
23	CCC(=O)NC(c1ccccc1OC)c1ccc2cccnc2c1O (centres undefined)	i	11	0	0	5
24	COc1ccc(CN2CC[C@H]3C=CC[C@@H](C(=O)NCCc4ccccc4)[C@H]3C2=O)cc1OC	i	-10	24*	-2	-4
25	S=C(Nc1ccccc1)N1N=C(c2cccs2)CC1c1cccs1 (centres undefined)	i	4	-14	-93	1
26	Cc1ccc(NC(=O)C2CC(=O)N(Cc3ccco3)C2)cc1 (centres undefined)	i	-4	4	12	3
27	CCn1c(C(C)NC(=O)c2ccc(Cl)cc2)n[nH]c1=S (centres undefined)	i	-2	3	-21	2
28	CCCCn1c(N)c(N(C(=O)CSc2nncn2-c2ccccc2C)C2CCCC2)c(=O)[nH]c1=O	i	0	5	-4	-9
29	Cc1cccc(NC(=O)CSc2nc3sc(C)cc3c(=O)n2C)c1	i	17	19*	-5	0
30	CN1C(=O)N(CC(=O)N2CCN(c3ccccc3F)CC2)C(=O)C12CCCCC2	i	11	2	-8	-1

item	bovine MsrA act	Rin1-Abl PPI inh	eLon inh	FAS TE block
21	-1	1	-4	6
22	-6	-5	11	-4
23	-2	14*	4	0
24	-1	2	-7	-12
25	-4	1	1	24
26	-2	1	-5	-5
27	-4	2	11	-1
28	-1	2	4	-11
29	-1	3	8	5
30	0	2	-10	-3

More compounds.
item	canonical_smiles	Neddylation inh	SKN-1 inh	CendR NRP1 mod	MLLE-PAM2 inh	MT1-MMP act inh
31	CCC1CCC/C1=N\NC(=O)CCC(=O)Nc1ccccc1Cl (centres undefined)	i	-2	-1	-2	0
32	CCOCCOC(=O)c1cccc2c1-c1ccccc1C2=O	i	-4	-6	-8	0
33	O=C(N/N=C\c1cn[nH]c1-c1ccc(Cl)cc1)c1cccs1	i	11	11	2	-4
34	Cc1ccc(NC(=O)CCN2C(=O)c3ccncc3C2=O)cc1	i	7	1	5	-11
35	O=C(NCC1(N2CCCCC2)CCCCC1)c1cccc(S(=O)(=O)Nc2ccccc2Cl)c1	i	2	-16	-10	2
36	O=C(Cc1coc(-c2ccc(F)cc2)n1)Nc1ccccc1	i	5	9	18	4
37	CCc1nc(SCc2nc3ccccc3[nH]2)c2oc3ccccc3c2n1	i	5	-9	-10	-10
38	Cc1ccc(S(=O)(=O)N2CCN(C(=O)c3cccc(-n4cccc4)c3)CC2)cc1	i	21	-2	2	-1
39	Cc1ccc(S(=O)(=O)SC/C=C/CSS(=O)(=O)c2ccc(C)cc2)cc1	i	0	5	-156	4
40	CCN(c1ccccc1)S(=O)(=O)c1ccc(C(=O)N2CCCC(C(F)(F)F)C2)cc1 (centres undefined)	i	-4	9	-3	0

item	bovine MsrA act	Rin1-Abl PPI inh	eLon inh	FAS TE block
31	-2	-1	6	-11
32	-2	1	0	5
33	-4	-1	-12	4
34	-4	1	-17	-10
35	-1	2	0	-7
36	-5	3	-3	4
37	0	-6	-9	9
38	-2	-2	5	15
39	-2	3	-3	-7
40	-9	0	1	13

In a second layout: 5 of the compounds above
entry	compound	Neddylation inh	SKN-1 inh	CendR NRP1 mod	MLLE-PAM2 inh	MT1-MMP act inh	bovine MsrA act	Rin1-Abl PPI inh	eLon inh	FAS TE block
36	O=C(Cc1coc(-c2ccc(F)cc2)n1)Nc1ccccc1	i	5	9	18	4	-5	3	-3	4
35	O=C(NCC1(N2CCCCC2)CCCCC1)c1cccc(S(=O)(=O)Nc2ccccc2Cl)c1	i	2	-16	-10	2	-1	2	0	-7
32	CCOCCOC(=O)c1cccc2c1-c1ccccc1C2=O	i	-4	-6	-8	0	-2	1	0	5
33	O=C(N/N=C\c1cn[nH]c1-c1ccc(Cl)cc1)c1cccs1	i	11	11	2	-4	-4	-1	-12	4
39	Cc1ccc(S(=O)(=O)SC/C=C/CSS(=O)(=O)c2ccc(C)cc2)cc1	i	0	5	-156	4	-2	3	-3	-7

4 entries from above, with each value named.
(5) Cc1nn(CCC#N)c(C)c1Oc1ccccc1O
  Neddylation inh: i; SKN-1 inh: -13; CendR NRP1 mod: 3; MLLE-PAM2 inh: -9; MT1-MMP act inh: 4; bovine MsrA act: -3; Rin1-Abl PPI inh: 0; eLon inh: -18; FAS TE block: -10
(34) Cc1ccc(NC(=O)CCN2C(=O)c3ccncc3C2=O)cc1
  Neddylation inh: i; SKN-1 inh: 7; CendR NRP1 mod: 1; MLLE-PAM2 inh: 5; MT1-MMP act inh: -11; bovine MsrA act: -4; Rin1-Abl PPI inh: 1; eLon inh: -17; FAS TE block: -10
(20) CCCCc1ncc(CN2CCC(n3nccc3NC(=O)c3ccccc3Cl)CC2)[nH]1
  Neddylation inh: i; SKN-1 inh: -24; CendR NRP1 mod: -5; MLLE-PAM2 inh: 4; MT1-MMP act inh: -2; bovine MsrA act: -8; Rin1-Abl PPI inh: 3; eLon inh: 19*; FAS TE block: -4
(1) O=C(NC1(C(F)(F)F)OCCO1)c1ccc(F)cc1
  Neddylation inh: i; SKN-1 inh: 6; CendR NRP1 mod: 1; MLLE-PAM2 inh: 5; MT1-MMP act inh: -4; bovine MsrA act: -2; Rin1-Abl PPI inh: 2; eLon inh: -4; FAS TE block: 2

Continuation:
item	canonical_smiles	Neddylation inh	SKN-1 inh	CendR NRP1 mod	MLLE-PAM2 inh	MT1-MMP act inh
41	CCOCCCNC(=O)CCc1nnc2ccc(N3CCCCC3)nn12	i	-6	4	-10	-1
42	C#CCNC(=O)c1ccc2sc([C@@H]3O[C@H](CO)[C@H](O)[C@H](O)[C@H]3O)nc2c1	i	-8	11	7	1
43	CCOC(=O)c1c(NC(=O)CC2SC(N)=NC2=O)sc(C)c1C (centres undefined)	i	-6	-3	-1	7
44	Cc1ccccc1CS(=O)(=O)Cc1ccc(C(=O)NCc2cccnc2)o1	i	3	-4	1	1
45	Cc1ccccc1OCC(=O)NNC(=O)CSc1nc(N)cc(N)n1	i	3	4	0	-3
46	Cc1ccc(-n2ncc3c(NCCCn4ccnc4)ncnc32)c(C)c1	i	-2	4	13	-3
47	O=C(CCS(=O)(=O)CCN1CCOCC1)NCNC(=O)CCS(=O)(=O)CCN1CCOCC1	i	7	10	1	0
48	OCC1(Cc2ccccc2C(F)(F)F)CCN(Cc2cccc3cnccc23)CC1	i	8	-1	-3	6
49	COc1cc(NC(=O)c2ccc(COCC(F)(F)F)o2)cc(OC)c1OC	i	10	-4	-2	5
50	CC1(C(=O)NS(=O)(=O)c2ccccc2Cl)CCN1C(=O)C/C=C/c1ccccc1 (centres undefined)	i	10	-16	-4	-3

item	bovine MsrA act	Rin1-Abl PPI inh	eLon inh	FAS TE block
41	-2	0	-3	-4
42	-2	3	3	-10
43	-10	-1	-4	-10
44	3	2	1	-2
45	0	2	-3	-4
46	0	-4	-4	-7
47	-6	-1	-6	-7
48	-11	2	-6	3
49	-3	2	-4	-5
50	-4	0	-20	-7

Continued.
item	canonical_smiles	Neddylation inh	SKN-1 inh	CendR NRP1 mod	MLLE-PAM2 inh	MT1-MMP act inh
51	CCN(CC(=O)Nc1ccc2c(c1)OCCO2)C(=O)c1cccc(OCC(C)C)c1	i	9	7	20	3
52	O=C(CNC1CCCCC1)NCC1(c2ccccc2)CCCC1	i	7	11	-120	0
53	CCc1ccccc1N(CC)C(=O)c1cn(CC)c(=O)c2cc(OC)c(OC)cc12	i	9	-6	-4	-5
54	CC(=O)NCCCC(=O)NN1C(=S)N(Cc2ccccc2)C(=O)C1CC(=O)Nc1cccc(C)c1 (centres undefined)	i	-9	-7	19	-3
55	O=C(Nc1cccc(C(F)(F)F)c1)C1CC(=O)N(Cc2ccco2)C1 (centres undefined)	i	3	-1	-11	0
56	O=C1c2ccccc2-c2c1cccc2C(=O)N1CCN(C(=O)c2ccco2)CC1	i	-21	2	26	-2
57	CCOC(=O)c1cnc2c(-c3ccc(F)cc3)cnn2c1C(F)(F)F	nt	-1	-4	-8	4
58	CCn1cc(C(=O)NCCCN(C)C)c(=O)c2cc(F)c(N3CCN(C)CC3)cc21	nt	13	-9	13	4
59	COc1cccc(-n2c(Cc3cc(=O)[nH]c(=O)[nH]3)nnc2SCc2cccc(C(F)(F)F)c2)c1	i	7	0	7	1

item	bovine MsrA act	Rin1-Abl PPI inh	eLon inh	FAS TE block
51	-7	5	-7	1
52	-5	0	-8	-5
53	5	1	0	4
54	-3	-5	-9	0
55	0	3	-4	-5
56	6	-9	-4	-4
57	-8	0	6	-2
58	-7	1	-2	-13
59	0	0	-5	6
